KKLEB tox: CF airway cell cytotoxicity counter-screen; KKLEB CF airway cells viability, ATPlite luminescence, overnight; active compounds read low; cells stimulated with P. aeruginosa culture filtrate; activity change (cytotoxicity), % at 5 µM; 360,000 compounds, 0.36% hits; AID 602141;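 active means corrected activity change at or below -50% at 5 µM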
TROY NFkB inh: blocks TROY-dependent signaling in reporter cells | inhibition, % at 10 µM | 360,000 compounds, 0.98% hits | Q293 LMP1-TROYcd NF-kB luciferase reporter, 4 h;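 active means compounds whose plate-normalised and pattern-corrected inhibition of the luciferase reporter signal at the single screening dose is 50% or more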
SRC1 inh: inhibitors of human steroid receptor coactivator 1 (SRC1); HEK293 GAL4-SRC1 luciferase reporter, luminescence; inhibition, % at 3.6 µM; 360,000 compounds, 0.12% hits; AID 588354;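 active means inhibition above the campaign mean plus 3 SD, with each screening campaign given its own cutoff, cut at about 60% in these data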;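 further: 0% = DMSO treated cells and 100% = gossypol at 36 µM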
Target sequence (Q15788 whole entry, looked up, the tested form may be a part): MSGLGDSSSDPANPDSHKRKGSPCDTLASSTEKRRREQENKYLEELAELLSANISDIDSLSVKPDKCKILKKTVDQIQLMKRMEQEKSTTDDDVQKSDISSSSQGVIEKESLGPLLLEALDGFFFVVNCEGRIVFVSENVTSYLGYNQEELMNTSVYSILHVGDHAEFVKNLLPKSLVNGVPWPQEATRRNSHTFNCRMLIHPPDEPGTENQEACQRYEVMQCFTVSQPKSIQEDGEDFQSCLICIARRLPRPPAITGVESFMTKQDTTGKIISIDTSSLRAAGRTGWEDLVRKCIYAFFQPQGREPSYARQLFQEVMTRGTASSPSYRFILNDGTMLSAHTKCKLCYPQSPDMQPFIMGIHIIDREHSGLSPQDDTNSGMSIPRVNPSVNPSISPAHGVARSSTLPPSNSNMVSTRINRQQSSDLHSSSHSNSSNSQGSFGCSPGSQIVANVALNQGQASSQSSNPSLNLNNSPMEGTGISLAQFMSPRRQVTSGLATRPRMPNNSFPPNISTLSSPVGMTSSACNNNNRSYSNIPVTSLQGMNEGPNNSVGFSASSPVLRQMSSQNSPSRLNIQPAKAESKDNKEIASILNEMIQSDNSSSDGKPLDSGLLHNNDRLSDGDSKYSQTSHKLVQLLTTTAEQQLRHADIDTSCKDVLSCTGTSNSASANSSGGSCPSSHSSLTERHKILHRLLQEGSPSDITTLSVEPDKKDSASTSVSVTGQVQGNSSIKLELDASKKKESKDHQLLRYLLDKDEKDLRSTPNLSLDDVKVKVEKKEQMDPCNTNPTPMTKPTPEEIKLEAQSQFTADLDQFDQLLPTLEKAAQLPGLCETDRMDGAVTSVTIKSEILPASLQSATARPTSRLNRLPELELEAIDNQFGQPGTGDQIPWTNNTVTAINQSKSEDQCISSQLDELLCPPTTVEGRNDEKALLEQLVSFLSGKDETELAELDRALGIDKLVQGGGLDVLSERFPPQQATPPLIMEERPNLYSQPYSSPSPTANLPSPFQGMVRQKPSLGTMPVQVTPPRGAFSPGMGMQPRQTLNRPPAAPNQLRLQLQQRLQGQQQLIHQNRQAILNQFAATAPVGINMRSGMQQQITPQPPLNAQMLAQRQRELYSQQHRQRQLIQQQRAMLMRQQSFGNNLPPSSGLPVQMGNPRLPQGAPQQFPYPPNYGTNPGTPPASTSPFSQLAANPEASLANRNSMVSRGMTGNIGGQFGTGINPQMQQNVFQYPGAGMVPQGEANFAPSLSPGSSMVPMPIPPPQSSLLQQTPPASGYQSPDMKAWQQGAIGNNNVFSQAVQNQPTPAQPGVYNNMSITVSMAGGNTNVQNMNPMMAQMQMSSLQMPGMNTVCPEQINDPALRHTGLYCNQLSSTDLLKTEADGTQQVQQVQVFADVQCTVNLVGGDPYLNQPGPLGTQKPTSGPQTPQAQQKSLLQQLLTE
NR2F2 inh: blocks human COUP-TFII nuclear receptor | P24468 | HEK293T NGFI-A luciferase reporter, luminescence | inhibition, % at 8.6 µM | 370,000 compounds, 0.7% hits;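 active means inhibition above a per-plate cutoff, mean inhibition of test wells between control levels plus 3 SD, cut at about 38% in these data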;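 further: cells cotransfected with COUP-TFII expression vector driving the NGFI-A reporter; 0% = median of COUP-TF2 test wells and 100% = reporter-only cells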
SRC3 inh: inhibitors of human steroid receptor coactivator 3 (SRC3); HEK293 GAL4-SRC3 luciferase reporter, luminescence; inhibition, % at 3.6 µM; AID 588352; 360,000 compounds, 0.17% hits;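 active means inhibition above a per-campaign cutoff, the mean of all compounds plus 3 SD, cut at about 60% in these data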;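 further: 0% = DMSO-treated cells and 100% = gossypol-treated cells at 36 µM; higher means less SRC3-driven luciferase light from the GAL4 reporter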
NR5A2 inv ag: NR5A2 inverse agonism in reporter assay; O00482; HEK293T StAR-luciferase reporter, LRH-1 transfected, 24 h; inhibition, % at 3.6 µM; 360,000 compounds, 0.13% hits; AID 602396;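 active means inhibition above the mean inhibition of all tested compounds plus 3 SD, cut at about 73% in these data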;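 further: 0% = DMSO wells and 100% = reporter-only cells lacking LRH-1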
TWEAK-Fn14 inh: inhibitors of TWEAK-Fn14 interaction signaling; 360,000 compounds, 2% hits; inhibition, % at 10 µM; TWEAK-stimulated Fn14 reporter cells, luciferase luminescence, 8 h; in the data active means inhibition above about 50%
CF NFkB block: inhibitors of cystic fibrosis induced NF-kB | KKLEB NF-kB-GFP reporter, PAF-induced, GFP fluorescence overnight | 360,000 compounds, 0.86% hits | inhibition, % at 5 µM | AID 588850;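 active means at least 50% inhibition at 5 µM, scaled per plate between neutral and stimulator controls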;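 further: PAF is a Pseudomonas aeruginosa culture filtrate used as stimulus; plate controls were PAF-stimulated DMSO wells for no effect and unstimulated DMSO wells for full effect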
Shn3 inh set2: reduces Shn3 3'UTR luciferase signal in osteoblasts; Clone20 osteoblast Shn3 3'UTR firefly luciferase, 24 h; inhibition, % at 12.5 µM; 360,000 compounds, 0.52% hits;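 active means mean inhibition of at least 75% with every replicate also reaching 75%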;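 further: 0% = median of neutral control wells and 100% = pilot-screen positive control compound; some compounds past the cut are filed as inactive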
LMP1 NFkB inh: inhibitors of Epstein-Barr LMP1-induced NF-kappaB reporter. inhibition, % at 12.5 µM. 350,000 compounds, 0.69% hits. LMP1-induced NF-kappaB luciferase reporter cells, luminescence; in the data active means inhibition above about 41%;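 further: 0% = neutral control wells and 100% = reference inhibitor control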
C8 TRAIL sens: caspase-8 TRAIL sensitization. NB7+C8 cells + TRAIL, ATPlite viability luminescence. 360,000 compounds, 1% hits. inhibition (viability loss, TRAIL sensitization), % at 10 µM;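 active means compounds causing at least 50% loss of cell viability in the single-dose screen, relative to plate controls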
Numbers without * were called inactive; x = not tested or not shown. Only part of the results is shown; rates above refer to the full screens.

SMILES	KKLEB tox	TROY NFkB inh	SRC1 inh	NR2F2 inh	SRC3 inh	NR5A2 inv ag	TWEAK-Fn14 inh	CF NFkB block	Shn3 inh set2	LMP1 NFkB inh	C8 TRAIL sens
CCCCc1ncc(CN2CCC(n3nccc3NC(=O)c3ccccc3OC)CC2)[nH]1	-9	-10	-12	4	0	4	-8	15	-7	4	6
O=S(=O)(c1ccc(Br)cc1)c1nc(-c2ccccc2)oc1NCCN1CCOCC1	-20	-15	-9	14	-25	-20	-16	29	20	0	-6
Cc1nn(C)cc1[C@@H]1C[C@H]2CN(Cc3cccc(Cl)c3)C(=O)[C@]23CCCN13	-5	11	-7	-2	9	2	-5	-7	-6	0	-3
COc1ccccc1C#CC1=CC(=O)C[C@H](c2ccc(F)cc2)C1	-6	-21	-2	19	-13	-54	-34	4	-13	-5	2
Cc1nn(C)c(Oc2ccccc2)c1CCNC(=O)C(C)(C)C	1	6	5	11	4	10	19	-7	-16	0	0
CCOc1ccc(Br)cc1S(=O)(=O)Nc1cccc(S(=O)(=O)N(C)C)c1	8	-3	6	0	21	-7	-6	1	12	8	9
CSCCC(NC(=O)c1ccccc1)C(=O)OCC(=O)N(C)CCC#N (stereo not drawn)	0	15	-12	2	11	-6	-26	-15	81	8	2
CN1C(=O)CC(n2c(CO)nc3ccccc32)C1=O (stereo not drawn)	-9	11	-9	12	16	0	-5	13	3	-3	-9
COCCNC(=O)/C(C#N)=C1\N=C(N)c2ccccc21	-9	8	7	-22	20	-3	-20	-21	25	2	-2
Cc1ccc(C)c(NS(=O)(=O)c2cc(C(=O)NCc3ccncc3)ccc2C)c1	4	-2	7	13	-6	-13	-9	-11	10	0	9
COC(=O)c1ccc2nc(C3CCCCC3)c3c(c2c1)CCC3	0	-7	-7	7	2	6	0	24	50	-6	23
O=C(ONC(=O)C1CCCCC1C(=O)NOC(=O)c1ccccc1)c1ccccc1 (stereo not drawn)	6	27	6	37	14	20	51*	7	5	4	-19
O=C(COC(=O)c1cc(S(=O)(=O)N2CCCCC2)ccc1Cl)NCc1ccco1	10	6	-5	8	8	7	-9	-10	2	-17	-6
CCC(CC)c1nn2c(N)c(/C=C3\C(C)=Nc4ccccc43)c(=O)nc2s1	9	21	12	7	-8	-17	20	-13	-45	x	-8
CCn1ncc(NC(=O)Nc2cccc(C(F)(F)F)c2)c1C(N)=O	12	-1	7	11	8	0	-9	19	1	-6	-1
O=C(COC(=O)Cc1c[nH]c2ccccc12)NC1CCS(=O)(=O)C1 (stereo not drawn)	10	18	-11	12	-11	14	3	-12	5	0	4
CC(=O)c1ccc(OCC(=O)Nc2ccccc2C(=O)NC2CC2)cc1	-4	1	-12	15	16	-10	-5	-3	-1	3	-5
Cc1ccc2occ(/C=C/C(=O)c3ccccc3O)c(=O)c2c1	-11	-37	-10	5	-9	-16	1	21	-26	3	8
COCC(=O)Nc1ccccc1C(=O)Nc1ccc(OC)cc1	12	-43	-54	-16	-70	-71	9	-4	-59	-10	8
Cc1ccnc(N2C(=O)OC(C)(C)C2(C)O)c1 (stereo not drawn)	5	-6	8	1	9	7	-8	-5	13	7	19
O=C(Nc1nnc(Cc2ccc(Cl)cc2)s1)c1cccs1	-16	-42	0	-10	1	-6	-14	-5	-20	-2	-4
Cc1ccc(CNC(=O)CS(=O)Cc2nc(-c3ccccc3C)oc2C)cc1 (stereo not drawn)	2	-1	-8	-6	-10	-5	3	-28	3	3	-10
COC(=O)/C(C#N)=C/c1c(N2CCN(C)CC2)nc2ccccn2c1=O	4	-1	0	-6	-10	16	-8	9	0	5	-10
Cc1ccc(-n2nnnc2SCC(=O)NCCC2=CCCCC2)c(C)c1	-7	3	-1	10	-5	-1	17	-10	0	-5	-3
CCn1nc(C(=O)NNC(=O)c2ccccc2)c2ccccc2c1=O	7	-33	-17	-41	-11	-7	-13	-15	-41	-3	-18
COc1ccccc1CC(=O)Nc1cccc(C)n1	2	5	-7	7	11	1	11	-9	13	0	-11
CCN(CC)CCn1c2c(c(SCC(=O)Nc3cc(C)cc(C)c3)nc1=O)CCC2	28	0	1	6	-3	6	7	-4	0	-10	-7
CCC(NC(=O)NC1=NCCS1)(C(F)(F)F)C(F)(F)F	2	-10	1	-3	-9	2	-21	0	-25	-5	3
Cc1cc(C)c2c(N)c(C(=O)Nc3ccccc3F)sc2n1	14	-35	-110	-42	-74	-110	-19	-5	-152	-23	5
Cc1ccccc1NC(=O)Cc1nc(COC(=O)CNS(=O)(=O)c2cccc(Br)c2)cs1	-4	-18	-36	6	10	-12	1	-3	-86	-7	-13

Reprinted at random: seven entries already listed.
SMILES	KKLEB tox	TROY NFkB inh	SRC1 inh	NR2F2 inh	SRC3 inh	NR5A2 inv ag	TWEAK-Fn14 inh	CF NFkB block	Shn3 inh set2	LMP1 NFkB inh	C8 TRAIL sens
CSCCC(NC(=O)c1ccccc1)C(=O)OCC(=O)N(C)CCC#N (stereo not drawn)	0	15	-12	2	11	-6	-26	-15	81	8	2
COc1ccccc1CC(=O)Nc1cccc(C)n1	2	5	-7	7	11	1	11	-9	13	0	-11
CCn1ncc(NC(=O)Nc2cccc(C(F)(F)F)c2)c1C(N)=O	12	-1	7	11	8	0	-9	19	1	-6	-1
Cc1ccc(-n2nnnc2SCC(=O)NCCC2=CCCCC2)c(C)c1	-7	3	-1	10	-5	-1	17	-10	0	-5	-3
CCN(CC)CCn1c2c(c(SCC(=O)Nc3cc(C)cc(C)c3)nc1=O)CCC2	28	0	1	6	-3	6	7	-4	0	-10	-7
Cc1nn(C)cc1[C@@H]1C[C@H]2CN(Cc3cccc(Cl)c3)C(=O)[C@]23CCCN13	-5	11	-7	-2	9	2	-5	-7	-6	0	-3
COC(=O)c1ccc2nc(C3CCCCC3)c3c(c2c1)CCC3	0	-7	-7	7	2	6	0	24	50	-6	23

Arranged by the number under LMP1 NFkB inh (smallest number first): some entries from above
structure	LMP1 NFkB inh
COC(=O)c1ccc2nc(C3CCCCC3)c3c(c2c1)CCC3	-6
Cc1nn(C)cc1[C@@H]1C[C@H]2CN(Cc3cccc(Cl)c3)C(=O)[C@]23CCCN13	0
COC(=O)/C(C#N)=C/c1c(N2CCN(C)CC2)nc2ccccn2c1=O	5

Additional compounds
SMILES	KKLEB tox	TROY NFkB inh	SRC1 inh	NR2F2 inh	SRC3 inh	NR5A2 inv ag	TWEAK-Fn14 inh	CF NFkB block	Shn3 inh set2	LMP1 NFkB inh	C8 TRAIL sens
COc1ccccc1NC(=O)N1CCCC(c2nc3c(nnn3Cc3ccc(C)cc3)c(=O)[nH]2)C1 (stereo not drawn)	2	4	13	x	21	-5	28	-3	25	2	-13
COc1cc(COc2ccc(S(=O)(=O)N3CCOCC3)cc2[N+](=O)[O-])ccc1OC(F)F	-7	18	-21	5	-2	-11	5	8	29	-4	-4
COC(=O)[C@@]1(C)CC[C@]2(C)CC[C@@]3(C)C(=CC(=O)C4[C@@]5(C)CC[C@H](O)C(C)(C)[C@@H]5CC[C@]43C)[C@H]2C1 (stereo partly drawn)	-3	-1	-3	-3	-8	11	-14	-5	-11	-6	0
Cc1ccc(-c2nc3cc(C)c(Br)c(C)n3c2CC2CCCCC2)cc1	x	-31	x	-26	x	-11	-12	x	x	x	14
Cc1cc(C(=O)NC2CCCC(C)C2C)c2ccccc2n1 (stereo not drawn)	-9	12	-16	13	8	8	0	-1	1	-12	1
CC(=O)CCc1oc2ccc(C)cc2c1Cc1ccccc1	-9	-29	-9	14	1	-8	-13	14	-14	-6	-1
CCN(CC)c1nc(C)c(C(=S)Nc2cc([N+](=O)[O-])ccc2Cl)s1	-15	17	-6	-2	-11	5	7	14	-9	-7	15
O=S(=O)(Nc1ccc(-c2cn3c(n2)SCC3)cc1)c1cccs1	11	-9	3	5	10	9	-16	-12	-6	3	-12
O=C(CN1C(=O)CSC1=O)Nc1ccc(F)c(F)c1F	2	0	-18	5	3	0	17	6	-11	-9	-13
CCc1ccc([C@@H]2C[C@H]3[C@@H](CN2S(=O)(=O)c2ccc(C)cc2)C(=O)C[C@@H](c2cccc(Cl)c2)N3S(=O)(=O)c2ccc(C)cc2)cc1	9	9	1	-9	15	-9	-20	18	32	6	-2
CCN(CC)c1cnn(C/C(=N\OC)c2ccc(Cl)cc2)c(=O)c1Br	-11	21	-5	6	4	6	3	12	5	-6	4
Cc1ccc(Nc2nc(CSc3nnc(-c4cccs4)o3)cs2)cc1	14	-8	-21	0	5	-17	1	-14	-1	-9	1
O=C(c1csc2c1CCCC2)N1CCN(c2ccccc2)CC1	-14	9	9	-11	5	9	1	-7	-4	-1	-16
Cc1ccc(S(=O)(=O)N2CCC(=O)N([C@H](COCc3ccc(Cl)cc3)C(C)C)CC2)cc1	x	-7	x	3	x	1	1	x	x	x	-14
Cc1ccc(C(=O)N2CCSCC2)cc1	2	0	7	1	-2	-6	-14	13	1	2	-6
O=C1C(Cl)=C(N2CCCCC2)C(=O)N1Cc1ccccc1	11	-5	-12	10	3	-7	0	-14	17	1	-1
COc1ccc(C(=O)N2CCNC(=O)C2CC(=O)Nc2cc(Cl)ccc2OC)cc1 (stereo not drawn)	8	3	-5	-14	3	2	3	-1	1	-5	11
CCOC(=O)CC1CCCCN1Cc1cn(C)nc1-c1ccc2c(c1)OCCO2 (stereo not drawn)	-1	-15	-6	-3	8	10	-3	-10	6	7	-7
O=C1c2cccc3cccc(c23)C(=O)N1Nc1ccccc1	-46	-3	-19	-17	-28	-23	-6	23	36	2	1
COc1ccc(CNC(=O)COC(=O)c2[nH]c(C)c(C(C)=O)c2C)cc1OC	1	5	-3	4	-1	-2	12	4	4	-5	4
CN(C(=O)COC(=O)CNS(=O)(=O)/C=C/c1ccccc1)C1CCS(=O)(=O)C1 (stereo not drawn)	-4	0	8	2	9	-10	-18	3	-15	4	7
CCC1(C)Cc2c(sc3nc4n(c(=O)c23)CCS4)CO1 (stereo not drawn)	-16	-14	-6	-11	-5	-8	3	2	2	-3	-8
COc1ccc(NC(=O)CSc2nc3ccccc3c(=O)n2C)cc1	-4	12	16	6	20	-10	17	11	73	3	15
CCn1ncc(C2=NOC(C(=O)NCc3ccccc3)C2)c1C (stereo not drawn)	-18	18	-28	-51	-1	21	24	30	8	23	10
N#C/C(=C(/O)c1ccc(Cl)c([N+](=O)[O-])c1)c1nc2ccccc2[nH]1	-2	10	-9	4	-3	13	29	43	15	4	16
